# Mm-Cpn inhibitor: inhibitors of Methanococcus maripaludis chaperonin (MmCpn) | purified Mm-Cpn ATPase, ADP Transcreener TR-FRET | Potency, µM (doses to about 76.9 µM), for the others: top-dose activity, negative = inhibition, most hits filed as inhibitors | 0.031% of 330,000 active | AID 504842; also: potency is read from the fitted curve at half-maximal effect; % is scaled to controls: 0 for no effect and ±100 for the full control effect; nearly all actives have a fitted effect of over 80% in size
#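 Inhibition of chaperonin ATP hydrolysis is measured as reduced ADP production, detected by competitive TR-FRET in which signal falls with ADP. Final enzyme 25 nM and ATP 10 uM, reacted 30 min at 37°C.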
# PI5P4K alpha inh: blocks human PI5P4K alpha kinase activity | P48426 | PI5P4Kalpha enzyme, ADP-Glo luminescence, 60 min; stronger effect = lower value | max response, % | 1.2% of 330,000 active; active = max response of -50% or lower; inconclusive = between -30% and -50%; inactive = -30% or higher; also: value at the top dose of about 77 µM; % is scaled to controls: 0 for no effect and ±100 for the full control effect
# Target sequence (P48426 whole entry, looked up): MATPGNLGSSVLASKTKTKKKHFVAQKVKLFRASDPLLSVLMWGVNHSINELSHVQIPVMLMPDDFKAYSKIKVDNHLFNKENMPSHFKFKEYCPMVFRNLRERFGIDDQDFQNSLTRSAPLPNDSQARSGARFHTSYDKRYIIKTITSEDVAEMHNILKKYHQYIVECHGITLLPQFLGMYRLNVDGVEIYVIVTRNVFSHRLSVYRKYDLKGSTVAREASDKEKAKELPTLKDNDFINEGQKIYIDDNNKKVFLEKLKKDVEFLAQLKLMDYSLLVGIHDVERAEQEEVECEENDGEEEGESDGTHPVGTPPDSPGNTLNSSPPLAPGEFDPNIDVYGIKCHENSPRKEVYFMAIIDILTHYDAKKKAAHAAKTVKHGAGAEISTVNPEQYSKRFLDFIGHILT
#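 Controls without substrate or without enzyme flank wells where PI5P4Kalpha converts substrate using 5 microM ATP (final). Incubation lasts 60 minutes at room temperature; ADP formed is read by ADP-Glo luminescence.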
# EPAC1 ag: EPAC1 (human) agonism; O95398; EPAC1 agonist qHTS, biochemical assay; response scale: 100% = response to 6.5 mM cAMP; Potency, µM (top dose mostly 154 µM), for the others: at the highest dose activation, usual class: activators; 0.073% of 360,000 active; AID 720707; also: potency is read from the fitted curve at half-maximal effect; nearly all actives have a fitted effect of over 60% in size
#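 EPAC1 100 nM, Rap1B–BODIPY-GDP 250 nM, unlabeled GDP 50 uM; compound titration; 5 min RT; kinetic read ex480/em540 at 5-min intervals ×30 min; data normalized to 6.5 mM cAMP agonist control.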
# WRN helicase inh: blocks human WRN helicase. Q14191. WRN helicase unwinding, fluorescent forked duplex, kinetic. Potency, µM (highest dose often 114 µM), for inactives: top-dose activity change, negative = inhibition, usual class: inhibitors. 0.46% of 360,000 active. AID 651768; also: potency is read from the fitted curve at half-maximal effect; % is scaled to controls: 0 for no effect and ±100 for the full control effect; nearly all actives have a fitted effect of over 55% in size
#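 Enzyme (20 nM final) and test compound sit together 15 min at room temperature before substrate addition. Substrate is a single-forked duplex oligonucleotide (100 nM) labelled with fluorophore and quencher, with 2 mM ATP; helicase unwinding raises red fluorescence, read kinetically.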
# CCT chaperon mod: modulators of cytosolic chaperonin (CCT/TRiC) activity | activity change, % (test concentration not listed), hits read low | 0.3% of 360,000 active | purified chaperonin ATPase assay, HTRF ADP detection, 30 min; in the data active = activity change below about -30%; also: % is scaled to controls: 0 for no effect and ±100 for the full control effect
#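 Enzyme 40 or 20 nM (batch-dependent) in Tris pH 7.4/KCl/MgCl2/DTT; cpd 76 uM single point; ATP 10 uM; 30 min 37 °C; Transcreener ADP HTRF detection, 30 min RT; ratio 665/615.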
# EPAC1 antagonist: antagonists of human EPAC1; 0.14% of 360,000 active; EPAC1 GEF assay, Rap1b-BODIPY-GDP exchange fluorescence; O95398; Potency, µM (titrated, usually from 115 µM), inactives show at the top dose activity change, negative = inhibition, most hits filed as inhibitors;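 also: potency is read from the fitted curve at half-maximal effect; plate controls were vehicle for no effect and positive control for full effect; nearly all actives have a fitted effect of over 50% in size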
# EPAC2 antagonist: EPAC2 (human) antagonism | Q8WZA2 | EPAC2 GEF exchange of Rap1B-BODIPY-GDP, fluorescence | Potency, µM (series often up to 114 µM), inactives show top-dose activity, negative = inhibition, most hits filed as inhibitors | 0.18% of 360,000 active; also: potency is read from the fitted curve at half-maximal effect; % is scaled to controls: 0 for no effect and ±100 for the full control effect; nearly all actives have a fitted effect of over 45% in size; many of its hits are not listed in these tables
# PLK1 PBD inh: inhibitors of human PLK1 polo-box domain binding; 2.8% of 360,000 active; P53350; AID 720504; Potency, µM, for inactives: max response, negative = inhibition, usual class: inhibitors; Plk1 PBD binding of FITC phosphopeptide, fluorescence polarization; also: potency is read from the fitted curve at half-maximal effect; series mostly up to about 57 µM; % is scaled to controls: 0 for no effect and ±100 for the full control effect; nearly all actives have a fitted effect of over 65% in size
# Target sequence (P53350 whole entry, looked up, the tested form may be a part): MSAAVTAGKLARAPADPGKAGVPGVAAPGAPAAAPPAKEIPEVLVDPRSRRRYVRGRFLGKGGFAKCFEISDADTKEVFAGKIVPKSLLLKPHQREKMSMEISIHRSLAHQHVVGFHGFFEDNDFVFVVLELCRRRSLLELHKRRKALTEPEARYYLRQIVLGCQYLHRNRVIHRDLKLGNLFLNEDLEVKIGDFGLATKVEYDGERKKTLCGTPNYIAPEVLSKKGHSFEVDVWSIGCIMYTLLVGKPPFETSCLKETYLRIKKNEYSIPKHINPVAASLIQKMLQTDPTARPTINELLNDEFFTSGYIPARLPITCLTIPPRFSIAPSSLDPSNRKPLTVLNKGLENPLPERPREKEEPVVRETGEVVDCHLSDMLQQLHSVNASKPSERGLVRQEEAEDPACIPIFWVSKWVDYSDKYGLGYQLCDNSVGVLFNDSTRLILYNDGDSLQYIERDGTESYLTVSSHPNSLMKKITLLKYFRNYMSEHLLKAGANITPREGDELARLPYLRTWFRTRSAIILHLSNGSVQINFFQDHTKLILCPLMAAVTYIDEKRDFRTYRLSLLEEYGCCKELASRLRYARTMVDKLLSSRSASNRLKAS
# * marks the source's active call; other numbers are inactive results; ? = inconclusive; · = not tested or not shown; [ ] = remark or other dose. Unless noted, calls follow the shape of the dose curve; as a rule, active = well fitted curve in the direction sought with a large enough effect; inconclusive = small, poorly fitted or top-dose-only effect, or another doubt; inactive = no such curve, though single readings can be large; an effect the other way counts as inactive or inconclusive. This is a subset, so the mix of outcomes need not match the whole.
SMILES,Mm-Cpn inhibitor,PI5P4K alpha inh,EPAC1 ag,WRN helicase inh,CCT chaperon mod,EPAC1 antagonist,EPAC2 antagonist,PLK1 PBD inh
CC1CCCC(NC(=O)c2ccc(F)c(S(=O)(=O)N3CCOCC3)c2)C1C (configuration not stated),1.2%,4.8,-3.9%,-2.7%,1.6,5.8%,0.9%,1.0%
CCCCC(NC(=O)c1cccc(Br)c1)C(=O)O (configuration not stated),2.9%,-1.3,-4.2%,-1.1%[57.1 µM],2.1,-16.3%,-1.6%,?
Cc1ccc2sc(NC(=O)C3CC3)nc2c1C,0.6%,13.2,12.5%,-3.2%,0.2,-13.3%,-16.6%,1.4%
O=C(Cc1ccc(F)cc1)OCN1C(=O)c2ccccc2C1=O,0.8%,0.5,-11.5%,8.4%,-1.6,-9.4%,3.0%,3.1%
O=C(NCCN1CCc2ccccc2C1)C1CCN(S(=O)(=O)N2CCCCC2)CC1,0.2%,·,9.3%,-9.2%,2.8,-4.0%,-3.8%,-4.7%
O=C(NCc1nnc(SCc2ccc(F)cc2)n1-c1ccc(F)cc1)C12CC3CC(CC(C3)C1)C2,0.6%,-1.4,-8.6%,-20.6%[57.1 µM],-1.0,-12.5%,-5.4%,-3.9%
CCCn1c(SCC(=O)c2cc(OC)ccc2OC)nc2c1c(=O)n(C)c(=O)n2C,-0.4%,·,0.7%,13.4%,-0.6,0.2%,3.9%,-2.0%
CN(C)C=Nc1nonc1-c1ncn[nH]1,-1.5%,1.1,10.0%,-24.4%,-2.0,-10.9%,0.4%,-5.9%
O=C(N/N=C/c1ccco1)c1ccc(NC(=O)c2ccc(Cl)cc2)cc1,0.8%,?,1.0%,-2.4%,-2.2,-22.3%,18.3%,-24.6%
O=C(CCNC(=O)c1ccc([N+](=O)[O-])cc1)Nc1cc(C(F)(F)F)ccc1N1CCOCC1,·,-0.8,2.8%,8.7%,0.9,-11.3%,-0.5%,2.4%
C[C@H](NC(=O)c1nc[nH]c1C(=O)N[C@@H](C)C(=O)OCc1ccccc1)C(=O)OCc1ccccc1,1.8%,12.1,-8.4%,-8.4%,-0.4,-23.0%,?,-8.8%
O=C(/C=C/c1ccco1)Nc1cccc2cccnc12,-3.7%,-82.2*,2.4%,?,-1.0,?,?,-7.7%
CN1\C(=C/C=C/C=C/C=[N+](C)C)C(C)(C)c2ccccc21,-11.1%,?,56.2µM*,4.23µM*,-1.4,-10.2%,-28.3%,72.0%[activator]
CC1(C)Cc2c(C#N)c(OCC(=O)c3ccc(Cl)cc3)nc(-c3ccco3)c2CO1,-1.9%,9.1,6.3%,4.6%,0.0,4.4%,4.6%,-10.0%
COc1ccccc1NS(=O)(=O)c1ccc2c(c1)OCCO2,2.0%,3.0,-4.0%,-9.8%,0.0,-10.4%,-14.8%,-13.3%
CC1CN(C(=O)CN2C(=O)NC3(CCCCCC3)C2=O)CC(C)O1 (configuration not stated),-1.4%,7.1,5.0%,4.8%,-2.8,3.9%,-5.5%[57.1 µM],-5.1%
Cc1ccc(S(=O)(=O)c2nnn3c2nc(N2CCN(c4ccccn4)CC2)c2ccccc23)cc1,0.3%,0.0,-6.4%,1.5%,0.3,16.3%,35.0%[activator],6.2%
COc1ccc(OCC(=O)Nc2ccc3c(c2)n(C)c(=O)n3C)cc1,0.0%,-3.0,-3.7%,1.4%,-1.9,-3.0%,3.6%,-14.6%
CC(C)n1cc(CNC(=O)C2CCC(=O)N(Cc3ccccc3F)C2)cn1 (configuration not stated),-0.5%,1.3,-0.7%,0.7%,-3.4,-2.1%,6.3%,4.1%
CN1CCN(c2ccc(C(CC(N)=O)NC(=O)Cc3cccc4ccccc34)cc2[N+](=O)[O-])CC1 (configuration not stated),-4.4%,8.9,-3.8%,0.4%,-1.3,-7.5%,-3.1%,-11.0%
O=[N+]([O-])c1ccc(/C=N/Nc2nc3ccccc3o2)cc1,-1.3%,1.8,-8.3%,-2.4%,-4.7,2.0%,-16.7%,0.0%
Cc1ccc(CN2CCN(Cc3cnc(C)s3)CC2CCO)o1 (configuration not stated),-0.2%,0.5,16.0%,0.1%,-13.1,3.9%,2.6%,-8.6%
O=C(NN=C1CCCCCC1)c1c[nH]c2ccccc12,-1.7%,2.7,-1.1%,0.8%,-2.6,5.3%,4.7%,-15.4%
Cc1ccc(C(=O)Nc2ccc(N3CCN(C(=O)c4cccs4)CC3)cc2)c(Cl)c1,-1.3%,-6.6,-1.4%,-1.7%,-0.8,1.1%,-7.0%,-0.2%
CCOC(=O)c1ccc(S(=O)(=O)NNC(=O)COc2ccc(C)cc2)cc1,1.4%,-2.4,0.6%,1.5%,-1.5,6.6%,1.9%,-3.3%

# Compound profiles (already shown).
# CN1CCN(c2ccc(C(CC(N)=O)NC(=O)Cc3cccc4ccccc34)cc2[N+](=O)[O-])CC1 (configuration not stated) in the list: Mm-Cpn inhibitor = -4.4%; PI5P4K alpha inh = 8.9; EPAC1 ag = -3.8%; WRN helicase inh = 0.4%; CCT chaperon mod = -1.3; EPAC1 antagonist = -7.5%; EPAC2 antagonist = -3.1%; PLK1 PBD inh = -11.0%
# Cc1ccc(CN2CCN(Cc3cnc(C)s3)CC2CCO)o1 (configuration not stated) in the list: Mm-Cpn inhibitor = -0.2%; PI5P4K alpha inh = 0.5; EPAC1 ag = 16.0%; WRN helicase inh = 0.1%; CCT chaperon mod = -13.1; EPAC1 antagonist = 3.9%; EPAC2 antagonist = 2.6%; PLK1 PBD inh = -8.6%

# Other structures follow.
SMILES,Mm-Cpn inhibitor,PI5P4K alpha inh,EPAC1 ag,WRN helicase inh,CCT chaperon mod,EPAC1 antagonist,EPAC2 antagonist,PLK1 PBD inh
NS(=O)(=O)c1ccc(NC(=O)Nc2ccc(S(N)(=O)=O)cc2)cc1,-3.3%,0.0,0.9%,-5.5%,-1.5,?,-18.4%,3.4%
O=C(NC(C(=O)N/N=C/c1ccncc1)c1n[nH]c(=O)c2ccccc12)c1ccccc1 (configuration not stated),1.6%,0.1,0.5%,-1.1%,-0.8,-8.5%,1.1%,5.9%
O=C(NCCc1ccc(Cl)cc1)c1cccs1,1.0%,-1.4,-9.8%,-5.5%,1.3,-6.3%,-3.4%,-2.3%
COc1cc(OC)c(C2C(C(=O)O)c3ccccc3C(=O)N2C)cc1OC (configuration not stated),-1.0%,0.8,2.2%,1.6%,-1.7,8.7%,6.6%,-4.8%
CN1CCN(CCCNC(=O)c2nnc(Cc3c(F)cccc3Cl)o2)CC1,0.2%,·,4.3%,4.1%,-11.8,15.3%,13.3%,-9.4%
C/C(=N\Nc1nc(C)cc(C)n1)c1ccc(N2CCOCC2)cc1,-9.3%,-7.9,-5.7%,3.0%,-3.2,-6.7%,9.6%,-6.3%
CS(=O)(=O)c1nc2c(cc1C#N)CCCC2,-0.4%,-0.6,10.6%,-17.6%,-0.9,-10.4%,8.4%,-3.4%
N#CC1(NC(=O)CSc2nc3ccccc3o2)CCCCC1,2.1%,4.3,7.4%,-26.8%,2.9,-17.1%,-3.1%,-24.2%
CCOC(=O)C1CCN(C(=O)/C(C)=C\c2ccccc2)CC1,-0.1%,6.0,-8.9%,9.1%,0.7,-17.5%,3.0%,-1.9%
CCOC(=O)C1CCCN(C2CC(=O)N(c3ccccc3)C2=O)C1 (configuration not stated),-0.7%,8.3,4.1%,4.4%,0.5,?,20.3%[57.1 µM],-3.2%
CC(C(=O)N1CCCCC1)N(C)CC(=O)Nc1ccc(F)c(F)c1F (configuration not stated),·,-1.9,-0.3%,-0.3%,0.1,12.7%,-9.9%,-2.5%
CCCn1c(=O)c(C(=O)NNC(=O)Cc2ccccc2)c(O)c2ccccc21,-2.6%,-10.2,10.4%,-0.7%,-3.2,-20.5%,-12.7%,-17.2%
CCOc1ccc(/C=C/C(=O)Oc2ccc(OC)cc2)cc1,-2.8%,1.8,7.7%,-33.5%,-2.5,-6.8%,10.3%,-7.4%
O=C(Nc1ccccc1)Nc1cccc(Cl)c1Cl,0.6%,2.6,-0.3%,-14.2%,-0.3,6.0%,9.6%,-4.1%
O=Cc1ccc(OCC(=O)Nc2ccccc2C(F)(F)F)cc1,1.4%,-4.3,0.3%,8.1%,1.3,1.2%,-2.2%,-5.5%
CCN(CC)c1ccc(/C=N/N2CCN(Cc3ccccc3Cl)CC2)cc1,0.3%,15.6,-2.9%,-8.8%,-1.7,7.1%,-1.5%,-18.2%
CN(CCc1ccccc1)C1CCCN(S(=O)(=O)c2cccc(F)c2)C1 (configuration not stated),-3.2%,1.5,0.8%,10.2%,-1.1,-4.8%,10.5%,-23.6%
O=[N+]([O-])c1cccc(S(=O)(=O)N2CCCCC2c2cccnc2)c1 (configuration not stated),0.8%,-0.7,-2.7%,-1.9%,-0.3,10.6%,12.4%,6.2%
CCn1ncc(Br)c1C(=O)Nc1sc2c(c1C(N)=O)CCC2,-2.9%,·,7.3%,-19.7%,3.1,7.9%,19.0%,-12.4%
O=C(c1ccccc1)c1ccc(OCC(O)CNCc2ccc(F)cc2)cc1 (configuration not stated),-1.0%,1.2,-5.6%,-15.9%,-1.1,3.9%,1.7%,2.7%
CCOc1cc(N2CCOCC2)c(OCC)cc1NC(=O)c1cnccn1,-0.2%,-0.8,3.2%,-16.8%,-6.9,1.5%,8.1%,-1.0%
CCCCCCCCN1C(=O)[C@H](CC(=O)NCCCOCCCC)C[C@@]2(C(=O)OCC)CCCC=C12,·,9.7,-22.0%,-4.4%,-1.1,-7.5%,-23.6%,5.3%
O=C(NCC(=O)N1CCCCC1)c1ccc2ccccc2c1,3.7%,-3.6,7.2%,-2.9%,-0.1,-1.6%,4.6%,-14.7%
Cc1cc2nc(-c3cccc(Cl)c3)c(CC(C)(C)C)n2c(C)c1Br,·,19.7,-9.0%,-4.7%,-4.5,-6.9%,-23.4%,2.0%
COc1ccc(-c2csc(NC(C)c3nc4cc(C(=O)NCCCO)ccc4n3Cc3ccc(C)cc3)n2)cc1 (configuration not stated),·,0.0,1.0%,5.5%,-0.8,-11.5%,9.0%,-21.8%
COC(=O)c1sccc1NC(=O)COc1ccc(C)cc1,0.6%,14.2,0.0%,0.6%,-0.6,0.7%,-11.4%,-3.0%
CN1C[C@H]2CON(C)[C@H]2C[C@H]1c1cccc(-c2ccc(C#N)cc2)c1,·,0.2,-12.4%,-3.4%,-0.3,-2.7%,10.4%,-18.7%
FC(F)(F)COc1ccc(-n2ccnc2)nn1,4.2%,9.3,-6.2%,4.5%,-0.7,-11.7%,10.9%,2.8%
